# Screens (PubChem)
# SIAE primary = inhibitors of human sialic acid acetylesterase SIAE; AID 1053197; SIAE FP-Rh probe binding, fluorescence polarization; inhibition, % at 9.66 µM; Q9HAT2; actives 0.69% (n = 370,000);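 active = inhibition above a cutoff: mean of compounds within the control limits plus 3 SD of those, cut at about 17% in these data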;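 note: 0% = plate median of compound wells and 100% = probe without SIAE protein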
# TDP2 absorb = blocks human TDP2 phosphodiesterase activity | recombinant TDP2, T5PNP hydrolysis, p-nitrophenol absorbance 415 nm | inhibition, % at 12.8 µM | actives 0.34% (n = 370,000) | AID 720702;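 active = inhibition above the mean of all tested compounds plus 3 SD, set per campaign, cut at about 25% in these data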;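 note: 0% = DMSO with enzyme and 100% = buffer with substrate but no TDP2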
#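 System – recombinant human TDP2 · Quantity – TDP2 enzyme at 120 nM final · Doses – single concentration, 12.8 µM nominal, with 1% DMSO · Incubation – 2 h at 37 °C · Measured by – epi absorbance of p-nitrophenol freed from T5PNP by hydrolysis · Read-out – % inhibition relative to enzyme-containing and enzyme-free wells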
# ASAP1 inh = blocks human ASAP1-stimulated Arf1 GTP hydrolysis; inhibition, % at 16.5 µM; actives 0.19% (n = 360,000); GDP FP detection; in the data active = inhibition above about 25%;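 note: 0% = vehicle with enzyme and substrate and 100% = no enzyme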
# Tn7 DDE FP = DD(E)-Tn7 binding inhibition, primary FP screen | actives 0.13% (n = 370,000) | AID 720508 | P02675 | FP displacement of FITC-Tn7 peptide from fibrin DD(E); 0% = median of compound wells per plate | inhibition, % at 8.3 µM;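 active = inhibition above the mean of compounds falling within the control limits plus 3 SD of them, cut at about 14% in these data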;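 note: 0% = plate median of compound wells and 100% = 10 µM Aha-Tn7 peptide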
# Target sequence (P02675 whole entry, looked up): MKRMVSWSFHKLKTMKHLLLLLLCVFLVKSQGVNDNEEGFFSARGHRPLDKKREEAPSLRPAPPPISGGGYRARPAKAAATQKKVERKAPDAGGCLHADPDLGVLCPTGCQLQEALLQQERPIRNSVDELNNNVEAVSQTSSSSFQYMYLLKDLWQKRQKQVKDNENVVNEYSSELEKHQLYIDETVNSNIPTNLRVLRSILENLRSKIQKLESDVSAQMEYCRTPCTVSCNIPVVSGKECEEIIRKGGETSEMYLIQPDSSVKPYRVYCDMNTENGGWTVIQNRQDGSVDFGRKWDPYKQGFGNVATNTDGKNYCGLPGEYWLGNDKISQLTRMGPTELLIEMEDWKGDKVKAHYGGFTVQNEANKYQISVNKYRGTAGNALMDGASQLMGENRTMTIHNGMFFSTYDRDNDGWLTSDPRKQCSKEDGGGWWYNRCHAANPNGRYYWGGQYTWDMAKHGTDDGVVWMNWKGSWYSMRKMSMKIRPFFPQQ
#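 Also added: labelled Tn7 tracer, 0.1 µM; Assay system: human fibrin DD(E) protein; Amount: 2 µM fibrin DD(E); Schedule: 10 min compound pre-incubation, 3 h probe incubation at room temperature; Repeats: one replicate per compound; Read-out basis: percent inhibition; Measured by: fluorescence polarization of the labelled Tn7 tracer.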
# ARFGAP1 inhibitor = inhibits rat ARF GTPase activating protein 1; Q62848; Arfgap1-stimulated ARF1 GTP hydrolysis, GDP FP detection; inhibition, % at 16.5 µM; actives 0.26% (n = 360,000); AID 651572;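 active = inhibition above a per-plate limit, mean inhibition of low control wells plus 3 SD, cut at about 25% in these data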;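 note: 0% = DMSO wells with enzyme and 100% = wells lacking Arfgap1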
#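 Material: rat Arfgap1 GAP domain (His6, aa 1-136), purified enzyme. Also added: human ARF1(Δ1-17)-GTP substrate. Compound dosing: 16.5 µM single point, 1.26% DMSO. Timing: enzyme reaction 120 min at 25 °C after 20 min preincubation. Signal: GDP detection by fluorescence polarization. Read-out basis: percent inhibition of GAP-stimulated GDP formation, scaled between DMSO and no-Arfgap1 medians.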
# PLCg1 inh = blocks human PLC-gamma1 enzyme activity; P19174; purified PLC-gamma1, fluorogenic substrate, fluorescence; actives 0.84% (n = 370,000); inhibition, % at 12.2 µM; in the data active = inhibition above about 9.5%
# ADAM10 inh = ADAM10 inhibition, QFRET primary screen; inhibition, % at 7 µM; O14672; recombinant ADAM10, EDANS/DABCYL FRET peptide cleavage, 3 h; actives 0.62% (n = 370,000);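 active = inhibition above a per-campaign cutoff equal to the mean of compounds falling between control-based bounds plus 3 SD, cut at about 20% in these data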;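 note: 0% = DMSO wells while the 100% control is not disclosed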
# Target sequence (O14672 214-748 limits assumed): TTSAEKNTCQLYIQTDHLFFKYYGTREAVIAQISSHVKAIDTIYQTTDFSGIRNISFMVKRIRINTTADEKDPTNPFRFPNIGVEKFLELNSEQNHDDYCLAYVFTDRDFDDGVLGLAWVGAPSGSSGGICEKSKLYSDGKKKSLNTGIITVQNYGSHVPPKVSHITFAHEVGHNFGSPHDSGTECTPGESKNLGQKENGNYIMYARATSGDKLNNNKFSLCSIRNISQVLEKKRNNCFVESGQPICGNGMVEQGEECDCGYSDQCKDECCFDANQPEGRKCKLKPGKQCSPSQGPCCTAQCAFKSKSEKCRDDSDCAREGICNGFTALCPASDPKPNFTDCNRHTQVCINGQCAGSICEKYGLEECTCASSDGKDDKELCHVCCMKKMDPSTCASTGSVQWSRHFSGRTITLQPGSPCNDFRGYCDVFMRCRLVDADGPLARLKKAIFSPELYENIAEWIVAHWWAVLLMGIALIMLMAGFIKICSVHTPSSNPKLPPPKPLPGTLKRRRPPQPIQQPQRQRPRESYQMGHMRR
# DDE Tn6 FP inh = inhibitors of Tn6 peptide binding to human fibrin DD(E); AID 720509; P02675; actives 0.21% (n = 370,000); Fibrin DD(E) TRITC-Tn6 fluorescence polarization displacement; inhibition, % at 8.3 µM;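 active = inhibition above a per-campaign cutoff: mean of compounds within control limits plus 3 SD, cut at about 15% in these data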;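 note: 0% = median of all compound wells on the plate and 100% = blocking peptide control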
# ADAM17 inh = ADAM17 inhibition, QFRET primary screen | P78536 | recombinant ADAM17, EDANS/DABCYL FRET peptide cleavage | inhibition, % at 6.95 µM | actives 0.83% (n = 370,000) | AID 720648;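 active = inhibition above the mean of compounds lying between control limits plus 3 SD, set per campaign, cut at about 8.5% in these data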;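 note: 0% = DMSO-only wells as the low control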
# PLCb3 inh = PLC-beta3 (human) inhibition, primary screen; Q01970; Purified PLC-beta3, fluorogenic substrate, fluorescence; inhibition, % at 12.2 µM; actives 0.18% (n = 370,000); in the data active = inhibition above about 11%;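 note: 0% = median of compound wells on plate and 100% = full blocker control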
# * = called active by the depositor.
SMILES,SIAE primary,TDP2 absorb,ASAP1 inh,Tn7 DDE FP,ARFGAP1 inhibitor,PLCg1 inh,ADAM10 inh,DDE Tn6 FP inh,ADAM17 inh,PLCb3 inh
CCN(CC)CCC(c1ccc(N(C)C)cc1)c1c(OC)cc(OC)c2ccc(=O)oc12 (stereo not drawn),4,6,7,-6,-5,-35,-41,-1,-9,-49
CN(C)S(=O)(=O)c1ccc(Cl)c(NC(=O)CN2CCNC(=O)C2)c1,1,0,2,-1,2,-3,5,5,0,-5
CC(C)c1ccc(O)c(NC(=S)NC(=O)c2ccc3c(c2)OCO3)c1,-6,-5,7,-9,17,-1,-2,0,2,-6
CCCNC(=O)C1(C)CCCN(C(=O)c2ccc(F)c(Cl)c2)C1 (stereo not drawn),-2,-10,-3,-9,11,1,5,3,-1,-1
Cn1c(=O)c2ncn(CC(=O)Nc3ccc4c5c(cccc35)CC4)c2n(C)c1=O,3,1,11,-3,6,-21,-29,0,-9,-26
CCC(Sc1nc2ccccc2c(=O)[nH]1)C(=O)Nc1ccc(C(C)=O)cc1 (stereo not drawn),-3,0,14,9,5,0,-4,-1,-4,-4
O=C(Cn1c(=O)sc2ccccc21)Nc1ccc(O)cc1,-8,-5,18,1,10,6,-1,-12,-3,1
CC(C)(C)NS(=O)(=O)NC(=O)C1=C(N2CCCC2)COC1=O,4,13,-8,2,3,0,3,0,-4,3
COCCNCC(=O)Nc1nc(C)cs1,2,11,16,0,4,5,-16,-2,-1,0
Cc1ccoc1C(=O)N1CCCC(CCC(=O)N2CCN(c3ccccn3)CC2)C1 (stereo not drawn),0,5,-8,-6,-10,-1,-1,-5,-4,1
COc1ccc(N2C(=O)CSC2c2ccc(F)cc2)cc1 (stereo not drawn),-1,0,1,-3,5,0,-4,3,0,-3
Cc1onc(-c2c(F)cccc2Cl)c1C(=O)NCc1cccs1,-5,8,-19,0,-4,1,7,0,0,4
CNC(=S)Nc1ccc(OCc2ccccc2)cc1,3,5,0,3,0,0,-1,8,0,1
O=C(Nc1cnn(Cc2c(Cl)cccc2Cl)c1)c1ccc([N+](=O)[O-])cc1,-5,7,0,2,18,3,0,-1,-1,0
CCOC(=O)C1CCCN(C(=O)C2CCCN(S(C)(=O)=O)C2)C1 (stereo not drawn),3,6,-13,2,3,1,-1,4,-4,0
CCN(c1ccccc1)S(=O)(=O)c1ccc2c(c1)CC(C)N2C(=O)C1CC1 (stereo not drawn),-3,-7,-8,0,-2,2,0,-1,-1,-4
N#CCSc1nc2ccccc2c(=O)n1CCCC(=O)NCc1ccco1,2,2,-5,0,13,0,-1,3,-5,-5
O=C(CSc1nnc(CNC(=O)c2c(F)cccc2F)o1)NCc1ccc2c(c1)OCO2,-3,5,7,2,6,1,-4,9,-3,-1
Cn1ncc(Br)c1N1C(=O)CCC1=O,20*,0,5,4,-7,2,9,-8,5,2
O=C(CCc1ccc(S(=O)(=O)N2CCOCC2)cc1)N/N=C/c1ccc(F)cc1F,-1,-14,-4,-1,-6,2,2,2,0,-56
NC(=O)c1ncn([C@@H]2O[C@H](C(=O)N[C@H](Cc3c[nH]c4ccccc34)C(=O)N3CCN(C(=O)C4CC4)CC3)[C@@H](O)[C@H]2O)n1,15,-5,9,5,3,2,-12,-4,-5,3
CCn1c2ccccc2c2cc(Nc3cc(C)nc4ncnn34)ccc21,4,0,-9,-2,-12,-4,14,-9,5,-8
CCN(CC(=O)Nc1ccc2c(c1)OCCO2)C(=O)/C=C/c1ccc([N+](=O)[O-])cc1,-1,-2,3,-7,-3,2,-2,0,2,-1
O=C(CSc1nnc(-c2cccnc2)n1Cc1ccco1)N1c2ccccc2Sc2ccccc21,-5,-7,5,-5,7,0,17,-9,5,-9
COc1ccc(OCC(=O)Nc2ccncc2)cc1,-4,-14,-11,6,10,0,-1,8,-6,-8
COc1ccccc1N1CCN(C(=O)COc2ccc(Cl)cc2)CC1,3,-8,-6,1,8,-2,1,6,0,3
CC(Nc1cc(N2CCCC2)ccc1[N+](=O)[O-])c1ccccc1 (stereo not drawn),6,4,-23,-2,-8,-1,-1,7,-2,0
Brc1cccc(CN2CCCCCC2)c1,-2,-9,17,-2,7,6,-1,-1,2,2
O=C(Nc1ccc(F)cc1)C(c1ccncc1)N1CCN(c2cccc(C(F)(F)F)n2)CC1 (stereo not drawn),-5,9,4,0,8,-4,8,-4,4,3
CCN(CC)c1ncnc2scc(C3COc4ccccc4O3)c12 (stereo not drawn),1,-7,-1,-3,-18,6,16,-4,5,2
O=C(CN1C(=O)c2cccnc2Oc2ccc(Cl)cc21)N1CCOCC1,0,-21,-3,-1,3,5,2,5,2,-4
COc1cccc(N2CCN(C(=O)c3oc4ccccc4c3NC(=O)CCc3cc(OC)no3)CC2)c1,1,6,12,3,0,0,14,2,2,-5
CCOC(=O)c1ccc(NC(=O)c2ncn3c2C(=O)NC[C@H]3C)cc1,-16,1,-5,2,-4,-1,-4,4,-4,-4
Cc1ccc(C(=O)SC2=NCCS2)cc1,1,4,8,11,6,2,-8,6,-4,0
C[C@H]1CN([C@@H](C)CO)C(=O)c2cccc(NC(=O)C3CC3)c2O[C@H]1CN(C)S(=O)(=O)c1cccs1,0,3,-18,-3,3,0,-1,-4,-1,2
Cc1cc(Cl)ccc1NC(=O)C1CCN(S(C)(=O)=O)CC1,-4,11,7,-2,-2,0,-1,15,-4,-4
O=C(Nc1ccn(CCCNCc2ccc3c(c2)OCO3)c(=O)n1)OCc1ccccc1,3,0,-18,5,8,1,10,6,0,4
Cc1cccc(NC(=O)Nc2ccc(S(N)(=O)=O)cc2)c1,-8,6,-13,4,-4,0,2,4,-3,-8
CCCCC1(C)NC(=O)N(CC(=O)Nc2ccc(S(=O)(=O)N3CCOCC3)cc2)C1=O (stereo not drawn),-3,-2,5,-5,-3,1,5,-9,-1,-1
O=C(Nc1ccccc1C(=O)NC1CCCCC1)c1ccco1,-1,3,0,6,-20,0,-13,2,-4,0
Cc1cccc(N2C(S)=C(C#N)C(=O)NC2c2ccco2)c1 (stereo not drawn),1,3,-12,5,-7,-10,1,3,-3,-19
CO/N=C/C(c1ccc(Cl)nc1)S(=O)(=O)c1ccccc1 (stereo not drawn),11,6,-8,-8,-1,2,-4,7,-2,1
CCN(CC)c1ccc(/C=N/NC(=O)c2nnn(-c3nonc3N)c2C(C)C)c(O)c1,17*,-21,-3,-2,13,-39,5,-6,1,-76
COc1ccc(C(c2nnnn2C(C)(C)C)N2CCN(c3nc4ccccc4s3)CC2)cc1 (stereo not drawn),-4,-11,-13,-9,-3,4,6,-5,2,4
C=CCn1c(SC(C)C(=O)Nc2ccc(F)c(F)c2F)nnc1C1CC1 (stereo not drawn),-8,3,-3,4,11,5,-15,-13,6,6
Cc1cccc(NC(=S)NCCC(c2ccccc2)c2ccccc2)c1,-36,2,-9,-1,3,0,6,3,4,1
COc1cc(-c2nnc(COC(=O)c3ccc([N+](=O)[O-])o3)o2)cc(OC)c1OC,2,-1,-6,-2,-3,-4,-20,2,-5,-12
CCCCCCCC(=O)NNC(=O)c1c(O)c2ccccc2[nH]c1=O,1,-2,0,7,-4,2,-2,-4,0,-8

# Part of the list above, with tabs.
Compound	SIAE primary	TDP2 absorb	ASAP1 inh	Tn7 DDE FP	ARFGAP1 inhibitor	PLCg1 inh	ADAM10 inh	DDE Tn6 FP inh	ADAM17 inh	PLCb3 inh
O=C(Cn1c(=O)sc2ccccc21)Nc1ccc(O)cc1	-8	-5	18	1	10	6	-1	-12	-3	1
CCC(Sc1nc2ccccc2c(=O)[nH]1)C(=O)Nc1ccc(C(C)=O)cc1 (stereo not drawn)	-3	0	14	9	5	0	-4	-1	-4	-4
COc1cc(-c2nnc(COC(=O)c3ccc([N+](=O)[O-])o3)o2)cc(OC)c1OC	2	-1	-6	-2	-3	-4	-20	2	-5	-12
CCN(c1ccccc1)S(=O)(=O)c1ccc2c(c1)CC(C)N2C(=O)C1CC1 (stereo not drawn)	-3	-7	-8	0	-2	2	0	-1	-1	-4

# Further structures:
SMILES,SIAE primary,TDP2 absorb,ASAP1 inh,Tn7 DDE FP,ARFGAP1 inhibitor,PLCg1 inh,ADAM10 inh,DDE Tn6 FP inh,ADAM17 inh,PLCb3 inh
COc1cc(C2c3c(oc4ccccc4c3=O)C(=O)N2Cc2ccncc2)ccc1O (stereo not drawn),1,-13,-3,-4,1,-19,12,-5,4,-20
CCCCN(C(=O)CSc1nn(-c2ccc(F)cc2)c(=S)s1)c1c(N)n(CCCC)c(=O)[nH]c1=O,0,7,-8,-1,3,-2,-20,-3,-7,-15
COCCNC(=O)c1cc(-c2cccc(OC)c2)on1,0,-4,-4,7,-6,-2,0,0,-2,2
C=CCn1c(COc2cccc(C)c2)nnc1SCn1nnc2ccccc2c1=O,-1,4,-15,8,-1,-2,1,1,1,3
O=C(c1ccco1)N1CCN(C(=O)C2CC(=O)N(c3ccccc3)C2)CC1 (stereo not drawn),3,3,9,0,8,-2,-13,-4,-1,-4
O=C(Nc1nncs1)C12CC3CC(CC(Cl)(C3)C1)C2,-3,-8,7,3,7,3,9,-7,-1,-4
Cc1ccc(N(CC(O)Cn2c3ccccc3c3ccccc32)S(C)(=O)=O)c(C)c1 (stereo not drawn),9,0,14,8,9,0,16,2,3,2
COc1cc(OC)c(C(=O)OCC(=O)N(Cc2ccccc2)C(C)(C)C)cc1OC,0,-5,9,-3,1,2,-3,-3,-6,-5
CCOC(=O)CON1C(=O)C(=O)N(OCC(=O)OCC)[C@H]2CCCC[C@H]21,0,-8,10,-7,9,1,0,-2,-1,-2
COCc1cc(C)nc(OCC(=O)N/N=C\c2cc(C)n(-c3cccc(C(F)(F)F)c3)c2C)c1C#N,-3,2,9,-9,-8,-14,-109,6,-35,-20
COc1cccc(NC(=O)c2ccc(-c3ccccc3[N+](=O)[O-])o2)c1,-3,5,15,-1,-7,-1,6,-4,3,-5
CCn1c(Cn2nnc(-c3ccccc3)n2)nnc1SCC(=O)Nc1ccc(C(C)=O)cc1,-1,4,-6,2,-4,5,5,-3,-2,4
NC(=O)CC(NC(=O)Cc1cccc2ccccc12)c1ccc(N2CCC(Cc3ccccc3)CC2)c([N+](=O)[O-])c1 (stereo not drawn),-3,1,1,3,-3,2,-1,-2,-2,3
CCN(CC)CCCN=Cc1c(O)n(-c2ccccc2C)c(=O)c2ccccc12,6,2,-4,-2,2,-176,-199,-2,-76,-199
COc1ccc(C(CC(=O)N2CCCCC2)NC(=O)C(F)(F)F)cc1 (stereo not drawn),3,9,0,-5,3,-1,-5,5,-4,-7
